ALOX12 inh: Primary qHTS assay for inhibitors of human arachidonate 12S-lipoxygenase (ALOX12): Round 2; Polyunsaturated fatty acid lipoxygenase ALOX12 (Homo sapiens), P18054; purified 12hLO, xylenol orange hydroperoxide absorbance; Potency, µM (top dose mostly 108 µM), for the others: at the highest dose activity change, negative = inhibition, usual class: inhibitors; 580,000 compounds, 1.1% hits; AID 1671190, 2021; active means well fitted inhibition curve with a large enough effect; inconclusive means small, poorly fitted or top-dose-only effect, or another doubt; inactive means no such curve, though single readings can be large or run the other way
Target sequence (P18054 whole entry, looked up): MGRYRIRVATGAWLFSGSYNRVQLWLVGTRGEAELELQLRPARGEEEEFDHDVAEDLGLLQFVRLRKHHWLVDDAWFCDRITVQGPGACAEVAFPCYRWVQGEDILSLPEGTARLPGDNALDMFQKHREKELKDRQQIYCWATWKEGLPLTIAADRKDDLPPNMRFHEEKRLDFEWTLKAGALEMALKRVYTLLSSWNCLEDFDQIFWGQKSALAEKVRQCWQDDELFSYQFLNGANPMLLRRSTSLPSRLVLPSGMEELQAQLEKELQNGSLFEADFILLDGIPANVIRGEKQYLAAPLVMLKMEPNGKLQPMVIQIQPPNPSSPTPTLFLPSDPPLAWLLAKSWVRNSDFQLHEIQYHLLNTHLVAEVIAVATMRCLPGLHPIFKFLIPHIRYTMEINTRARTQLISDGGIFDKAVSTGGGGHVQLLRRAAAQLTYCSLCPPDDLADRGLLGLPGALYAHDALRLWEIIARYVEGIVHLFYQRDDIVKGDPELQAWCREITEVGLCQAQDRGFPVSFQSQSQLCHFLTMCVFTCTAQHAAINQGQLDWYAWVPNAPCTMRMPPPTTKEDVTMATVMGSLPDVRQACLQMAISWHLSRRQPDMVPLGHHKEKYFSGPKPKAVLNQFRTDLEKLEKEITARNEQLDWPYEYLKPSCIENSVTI
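Purified human 12hLO (150 nM final) in 25 mM Hepes, 0.01% Triton X-100, pH 7.0 was preincubated 15 min at room temperature with compound. Then 40 uM arachidonic acid was added, 30 min. Hydroperoxide was read by Fe-XO absorbance ratio 573/405 nm.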
The depositor's hits bear a star; ? = inconclusive; & = joins results of further samples; [ ] = dose if it differs, or a comment. On the % scale 0 is the no-effect control and ±100 the full control effect; potency means the concentration at half of the fitted maximal effect. This is a subset, so the mix of outcomes need not match the whole.

| smiles | ALOX12 inh |
| --- | --- |
| COC(=O)c1c(OCc2ccccn2)cc(=O)n2c1CCN(C(=O)c1cc(C(C)C)nn1C)CC2 | 13% |
| COCCOC1CN(C2CCN(S(=O)(=O)c3ccccc3)CC2)C12CCCCC2 (stereo unspecified) | 11% |
| CC(C)(CNC(=S)Nc1ccc(SC(F)F)cc1)N1CCOCC1 | 3% |
| CCCn1c(=O)[nH]c(=O)c2c1nc(-c1ccc(OCCC(C)C)cc1)n2CCOC | 1% |
| O=C1NC2(Cc3ccccc31)CN(C(=O)c1ccccc1Cl)C2 | 9%&7%[6.33 µM] |
| CCC(=O)N1CCN(c2nc(-c3ccco3)c3c(c2C#N)CC(C)(C)SC3)CC1 | 20µM* |
| CCCN1CCN(C(=O)CN2C(=O)c3cccnc3Oc3ccc(Cl)cc32)CC1 | -7% |
| CC1=C(C(=O)OC(C)C)C(c2ccccc2Cl)CC(=O)N1Cc1c(F)cccc1F (stereo unspecified) | 19% |
| CCOCC(=O)N1CC(c2nc(CCOc3cccc(C)c3)no2)C1 | 63%[activator] |
| Cc1ccc(OC(=O)C(c2ccccc2)c2ccccc2)cc1 | 9% |
| CCOC(=O)CSC1=C(C#N)C(c2ccc(O)c(OC)c2)CC(=O)N1 (stereo unspecified) | ? |
| Cc1ccncc1C(=O)N1CCC(c2noc(-c3cnccn3)n2)C1 (stereo unspecified) | 47%[activator] |
| Cc1cccc(N(C)C(=O)CN2C(=O)NC3(CCOCC3)C2=O)c1 | 6% |
| COc1ccc(-c2cc(-c3nc(-c4ccccc4F)no3)[nH]n2)c(OC)c1 | ? |
| CCN1C(=O)C2(CCN(S(=O)(=O)c3ccc4c(c3)CCCC4)CC2)c2ccccc21 | 6% |
| O=C(NCCC1CCN(C(=O)Nc2cccc(F)c2)CC1)C1CCCC1 | 49%[activator] |
| COCCn1nc2n(c1=O)CCN(C(=O)COc1ccc(F)cc1)CC2 | 20% |
| Cc1cc(-c2ccnc(-n3ncc(C(=O)NCC4COCCO4)c3C)n2)c(C)s1 (stereo unspecified) | 11% |
| O=C(NCc1cccnc1)c1ccc2c(c1)N(Cc1ccccc1F)C(=O)c1ccccc1S2=O (stereo unspecified) | -4% |
| COc1ccc(N2C(=O)CN(Cc3ccc4c(c3)OCO4)[C@H]3CS(=O)(=O)C[C@H]32)cc1Cl | -2% |
| Cn1cccc1C(=O)N[C@H]1CCN2C(=O)c3cc(Br)ccc3NC(=O)[C@@H]2C1 | -1%[176 µM] |
| CN(C)C(=O)C1CN(C(=O)NCc2ccc(F)cc2)CC12CCOCC2 (stereo unspecified) | -10% |
| CC(=O)N1CCC(NC[C@H]2O[C@@H]3C[C@@H](CC(=O)N4CCC(F)(F)C4)O[C@@H]3[C@@H]2O)CC1 | 5%[176 µM] |
| O=C(CSc1nnc(-c2cccs2)n1-n1cccc1)Nc1ccccc1 | ? |
| O=C(NCc1ccco1)[C@@H]1Cc2nc[nH]c2CN1Cc1cc2ccccc2o1 | 72%[activator][176 µM] |
| C#CCN[C@H]1C[C@@H]2c3[nH]c4ccccc4c3C[C@@H](C(=O)OC)N2[C@H](c2ccc(F)cc2)C1 | ? |
| CCCCC1CCC(C(=O)Nc2ccc(OC)c3ncccc23)CC1 (stereo unspecified) | 41%[activator] |
| O=S(=O)(Cc1cccc(F)c1)Cc1cc(-c2ccccc2)on1 | -29% |
| CCCc1nn(-c2cccc(C)c2)c(=O)n1CC(=O)NCC1(O)CCCCC1 | 14% |
| COCC1CN(C(C)=O)CC12CCN(C(=O)c1n[nH]c(=O)c3ccccc13)CC2 (stereo unspecified) | 37%[activator] |
| COc1cccc(CCC(=O)N[C@@H]2COCC[C@@H]2Oc2cccc(F)c2)c1 | 12% |
| O=c1c2ccccc2c(-c2ccc(Cl)cc2)nn1-c1cc(N2CCOCC2)ccc1[N+](=O)[O-] | ? |
| CC1(C)CC(=O)C=C(c2ccccc2-c2cccc(C(N)=O)c2)C1=O | 8% |
| COc1ccc2c(c1)CCc1cnc(-n3ncc(C(=O)NCCN4CCOCC4)c3C)nc1-2 | ? |
| Cc1cc(C)nc(S[C@@H]2C[C@@H](C(=O)N3CCCN(C)CC3)N(Cc3cc(F)ccc3F)C2)n1 | -3% |
| COc1ccc(-c2nn(-c3ccccc3)cc2C(=O)NCC(C)(C)N2CCOCC2)cc1OC | -5% |
| COCCN1C(=O)CCC1(C)c1nnnn1-c1ccc2ccccc2c1 (stereo unspecified) | -2% |
| O=S(=O)(Nc1nc2ccccc2nc1NCc1ccc(F)cc1)c1cccc2nsnc12 | -6% |
| COc1ccc(CN2C(=O)COC[C@@H]2[C@H](O)c2ccc(NC(=O)Cc3ccccc3)cc2)cc1 | 12% |
| O=C(c1ccccc1F)N1CCCC2(C1)NC(=O)N(Cc1cccc(Cl)c1)C2=O (stereo unspecified) | 10% |
| Cc1cc2oc(=O)cc(CSc3ncn[nH]3)c2cc1C | ? |
| O=C(/C=C/c1ccccc1Cl)OCC(=O)c1ccc(C2CCCCC2)cc1 | -17% |
| COC(=O)[C@]12C[C@H](CC(=O)NCCc3ccccc3OC)C(=O)N(Cc3ccco3)C1=C[C@H](COCc1ccccc1)O[C@@H]2C | 23% |
| CN1CCN(S(=O)(=O)c2cccc(C(=O)N3C[C@@H]4CCN[C@@H]4C3)c2)CC1 | 87%[activator] |
| CCOCCCNC(=O)N1CCC(OC2CCN(Cc3ccccc3)CC2)CC1 | 37% |
| COc1cc(/C=C(\C#N)c2nc3ccccc3[nH]2)ccc1OCC(=O)OC(C)C | -6% |
| CCN1CCN(C(=O)c2ccc(-n3nc(C)c(-c4ccc(C)cc4)c3NC(C)=O)cc2)CC1 | ? |
| Cc1nnc([C@@H]2CC(F)(F)CN2S(=O)(=O)c2ccc(F)cc2)o1 | 7% |
| O=C1CC(C(=O)Nc2ccc3c(c2)OCCO3)n2c(nc3ccccc32)N1 (stereo unspecified) | ? |
| CN1CC(=O)N(c2cccnc2)Cc2c(NC3CCC3)ncnc21 | 13%[176 µM] |

No new results follow: 5 of the compounds above.
| smiles | ALOX12 inh |
| --- | --- |
| COc1cc(/C=C(\C#N)c2nc3ccccc3[nH]2)ccc1OCC(=O)OC(C)C | -6% |
| CCN1CCN(C(=O)c2ccc(-n3nc(C)c(-c4ccc(C)cc4)c3NC(C)=O)cc2)CC1 | ? |
| Cc1nnc([C@@H]2CC(F)(F)CN2S(=O)(=O)c2ccc(F)cc2)o1 | 7% |
| O=C1CC(C(=O)Nc2ccc3c(c2)OCCO3)n2c(nc3ccccc32)N1 (stereo unspecified) | ? |
| CN1CC(=O)N(c2cccnc2)Cc2c(NC3CCC3)ncnc21 | 13%[176 µM] |

The listing continues:
| smiles | ALOX12 inh |
| --- | --- |
| Cc1ccccc1CC(=O)N1CCCn2cc(-c3cccc(C#N)c3)nc21 | 15% |
| C[C@@H]1CN(C(=O)c2cccc(N3CCCC3=O)c2)C[C@@]1(O)C1CCC1 | 31% |
| C/C=C/C=C/C(=O)NC(C)c1ccc(SC)cc1 (stereo unspecified) | ? |
| CC(C)Cn1nc(C(=O)OCC(=O)Nc2ccc(OC(F)(F)F)cc2)c2ccccc2c1=O | 3% |
| COc1ccc(-c2cn3c(n2)CO[C@@H](CNC2CCCCC2)C3)cc1 | 34%[activator][176 µM] |
| CC(C)CNC(=O)CN1CCN(Cc2nc3ccccc3o2)CC1 | 38%[activator] |
| CC(=O)c1cc(C(=O)NC2CCCN(c3nc4ccccc4s3)C2)[nH]n1 (stereo unspecified) | 5% |
| O=C(NCCc1ccccc1)c1ccc2c(c1)OCCN(c1ccccc1)C2 | -11%[176 µM] |
| COc1ccc(-c2nc(C#N)c(N3CCN(Cc4ccccc4)CC3)o2)cc1OC | 4% |
| Cc1ccc(C)c(-n2ncc3c(NNC(=O)C4CCCCC4)ncnc32)c1 | 14% |
| CNC(=O)c1noc(CN2CCN(C)C3(CCNC(=O)CC3)C2)n1 (stereo unspecified) | 2% |
| COC(=O)[C@@H](CC(C)C)NC(=O)Nc1cccc(OC)c1 | -36% |
| CCC1=C(C(=O)OC)C(c2ccc(C)cc2C)N2C(CC(=O)N3CCOCC3)=CSC2=N1 (stereo unspecified) | 43% |
| O=C(CSc1ccc(Cl)cc1)OCC(=O)c1ccc2c(c1)OCCO2 | -1% |
| COc1ccccc1OCCNC(=O)C1CCCN(c2cn[nH]c(=O)c2)C1 (stereo unspecified) | 30% |
| N#Cc1ccccc1Sc1ccccc1C(=O)NC1CCCCC1 | -24% |
| Fc1ccc(CNC(=S)NCCc2ccccc2)cc1 | ? |
| Cc1cc(NC(=O)c2ccccc2C(F)(F)F)ccc1N1CCN(C)CC1 | -24% |
| COc1ccc(C=O)cc1CSc1ccc(C)cc1 | -12% |
| COc1ccc(C(=O)Nc2ccc3nc(C)[nH]c3c2)c(OC)c1 | -7% |
| COC1CN(c2cccc(F)c2)C12CCN(S(=O)(=O)Cc1ccccc1F)CC2 (stereo unspecified) | 31% |
| O=C(c1ccccc1)N1CCC(N2C(=O)C(OCC3CC3)C23CCCCC3)CC1 (stereo unspecified) | 64%[activator] |
| O=C(c1cc2ccccc2oc1=O)N1CCN(C23CC4CC(CC(C4)C2)C3)CC1 | 3% |
| OC(CNCC(O)COc1ccccc1)COc1ccccc1 (stereo unspecified) | -2% |
| O=C(NCCOc1ccccc1)[C@@H]1C[C@@H](c2ccc(F)cc2)N([S+](=O)([O-])c2cccnc2)C1 | 0% |
| COc1ccc(C(=O)N2CCC(N3C[C@H](O)C[C@H]3C(=O)NC3CCCCC3)CC2)cc1F | 31%[activator] |
| O=S(=O)(c1ccccc1)N1CCC[C@@]2(CCN(c3ccncc3)C2)C1 | -19%[57.4 µM] |
| CNC(=O)N1CCC(C2CCN(C(=O)Cc3ccc(F)cc3)C2)CC1 (stereo unspecified) | 37%[activator] |
| COc1ccc(-c2nc(C)c(-c3ccccc3)s2)cc1 | -6% |
| CNc1cc(C)nc(N2CCN(Cc3cccc(OC)c3)C(CCO)C2)n1 (stereo unspecified) | 5% |

Shown as a hit in ALOX12 inh, among the entries above:
| smiles | ALOX12 inh |
| --- | --- |
| CCC(=O)N1CCN(c2nc(-c3ccco3)c3c(c2C#N)CC(C)(C)SC3)CC1 | 20µM* |

(list continues)
| smiles | ALOX12 inh |
| --- | --- |
| CCCc1ccc(-c2cc(NC(=O)Cc3c[nH]c4ccccc34)ccc2Nc2cccnc2)cc1 | 2% |
| O=C(CN1CCN(Cc2ccsc2)CC1)Nc1ccccc1C(=O)NC1CCCC1 | 8% |
| C#CCN(C(=O)c1ccc(-c2cnco2)cc1)C1CCCCC1 | -25% |
| CN1CCC2(CCC1=O)CN(Cc1cccc(Cl)c1Cl)CCN2C (stereo unspecified) | 53%[activator] |
| CCN1CCCN(S(=O)(=O)c2cc(OC)ccc2OC)CC12CCOCC2 | 24% |
| Cc1nc2cc(NS(=O)(=O)c3ccccc3Cl)ccc2o1 | -7% |
| CCNc1ncc2nc(-c3ccc(OC)cc3)c(=O)n(C)c2n1 | ? |
| Cn1cnnc1-c1cccc(NC(=O)c2ccc3c(c2)OCO3)c1 | -18% |
| COC(=O)C1=CN(CC(=O)Nc2cc(Cl)ccc2C)S(=O)(=O)N=C1C | -2% |
| Cc1ccc(Cl)cc1N1CCN(C(=O)CN2CC3CC(C2)[C@H]2CCCC(=O)N2C3)CC1 (stereo partly specified) | 48%[activator] |

Pulled by structure from above, two records:
| smiles | ALOX12 inh |
| --- | --- |
| Cc1nnc([C@@H]2CC(F)(F)CN2S(=O)(=O)c2ccc(F)cc2)o1 | 7% |
| CCOC(=O)CSC1=C(C#N)C(c2ccc(O)c(OC)c2)CC(=O)N1 (stereo unspecified) | ? |

Going on with the list.
| smiles | ALOX12 inh |
| --- | --- |
| CCCCOc1cccc(C(=O)Nc2ccc(OC)c3ncccc23)c1 | -26% |
| CC(C)C[C@H]1COc2cc(N3CCC[C@H]3CO)ccc2S(=O)(=O)N1 | 24% |
| COCCNC(=O)[C@@H]1CCC[C@@H](NCc2nccs2)CN(C)C(=O)C1 | 38%[activator][176 µM] |
| Cc1ccc(F)c(NC(=O)CCNC(=O)c2ccco2)c1 | 33% |
| O=C1Nc2ccccc2CC12CCN(Cc1ccsc1)CC2 | 21%[176 µM] |
| CC(c1cc(F)ccc1F)N(C)CCS(=O)(=O)CCC(N)=O (stereo unspecified) | -16% |
| CNS(=O)(=O)c1cccc(C(=O)NCC2(c3ccccc3)CCC2)c1 | ? |
| COc1ccc([C@H]2C[C@@H](O)[C@@H](O)[C@@H]2N2CCCCC2)cc1 | 9%[176 µM] |
| COCC(=O)NC[C@H]1CCN(Cc2cccc(Cl)c2)C[C@H]1N(C)C | 33%[activator] |
| O=C(O)c1ccc2c(c1)CC(=O)N2Cc1ccc(F)cc1 | 11µM* |
| NC(=O)c1c(NC(=O)CN2CCN(C(=O)C3CCCO3)CC2)sc2c1CCC2 (stereo unspecified) | 12% |
| CC1CCc2c(sc(NC(=O)CSc3ncnc4ccccc34)c2C#N)C1 (stereo unspecified) | -7% |
| Cc1cc(CNC(=O)c2cnn(-c3ncc4c(n3)-c3ccccc3CCC4)c2C2CC2)on1 | 1% |
| Cc1nnc(-c2cc(-c3cccc(CO)c3)ccn2)n1CCN1CCOCC1 | 45%[activator][176 µM] |
| Cc1ccc(Cl)cc1NC(=O)C1CC(=O)N(C2CCCCC2)C1 (stereo unspecified) | 1% |
| CCCNC(=O)CCc1cc2cc(OC)ccc2[nH]c1=O | 37% |
| CCC(C(=O)NC1CCCC1)n1c(-c2cc3ccccc3[nH]2)nc2ccccc21 (stereo unspecified) | 2% |
| C#CCN1C(=O)[C@]2(OC[C@@H]3Cc4ccccc4[C@@H]3C=C2C)c2ccccc21 | 3% |
| O=C(OCc1nc2ccccc2o1)c1cccc(S(=O)(=O)N2CCCCCC2)c1 | -7% |
| c1cnc(N2CC[C@H](c3nnc(-c4ccncc4)o3)C2)nc1 | 48%[activator][176 µM] |
| COc1ccccc1C1CN(CCNC(=O)c2ccccc2Cl)Cc2ccccc2O1 (stereo unspecified) | 12% |
| Cc1c(C(=O)OCc2ccccc2C#N)oc2ccccc12 | ? |

Compound activity from PubChem.
